# FN deposition inh: fibronectin deposition inhibition; AH1F fibroblasts, Alexa488-fibronectin deposition fluorescence, overnight; inhibition, % at 12.6 µM; 0.086% of 350,000 active; AID 743247;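 active means mean inhibition across replicates of 30% or more, regardless of how many single replicates reach that level; inconclusive means mean under 30% yet at least half of replicates reach 30%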;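 further: positive control wells lacked labelled fibronectin entirely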
#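 Material: AH1F fibroblast monolayer depositing Alexa488-labelled fibronectin into matrix | Input: 10000 AH1F cells/well | Medium: DMEM plus 2% serum, read in PBS | Reagent: Alexa488-fibronectin, 24 nM final in well | Compound dosing: One dose per compound, pinned | Schedule: 1 h adhesion, overnight exposure | Measured by: Fluorescence at 485 nm excitation, 525 nm emission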
# DENV2 CPE rescue: DENV2-induced cell death inhibition | DENV2-infected cells, cytopathic effect rescue, plate reader | CPE inhibition, % at 9.99 µM | 1.7% of 350,000 active; in the data active means CPE inhibition above about 20%, passing the limit was not always enough; inconclusive means no clear call, values can overlap the other calls; tested in BHK-21 cells;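 further: 0% = median of neutral control wells and 100% = median of positive control wells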
# EWS-Fli inh: EWS/Fli transcriptional activity inhibition; AID 651661; 0.67% of 350,000 active; inhibition, % at 12.6 µM; A673 NR0B1-luciferase reporter, viability-normalised;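 active means mean inhibition of at least 50% after viability correction, with every replicate also passing that limit; inconclusive means mean reaches 50% but only one of two replicates passes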;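 further: firefly luciferase signal divided by Alamar Blue viability fluorescence both relative to DMSO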
# INS-1E GSIS act: primary screen for activators of insulin secretion dependent on glucose, INS-1E cells, GLuc reporter luminescence | INS-1E GLuc reporter insulin secretion, 2-3 h | activation, % at 16.6 µM | AID 743287 | 0.61% of 370,000 active;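 active means lowest replicate activation of at least 40%, so every replicate reaches that level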;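 further: 0% = median of neutral control wells and 100% = median of IBMX positive control wells; some compounds called inactive have numbers as strong as hits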
# F508del corr: CFTR F508del correction in bronchial cells; CFBE cells, YFP halide quenching; stimulated with forskolin plus potentiator P3; % fluorescence drop versus neutral controls; 0.36% of 350,000 active; activity (quench increase), % at 7.58 µM;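 active means mean added fluorescence quench of at least 8% versus neutral control, with both replicates also reaching 8%; inconclusive means only one of the mean or replicate conditions met; inactive means mean below 8% and not both replicates reaching 8%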;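 further: cells transiently co-express mutant CFTR-F508del with the halide-sensitive YFP; corrector assay measuring rescue of mutant channel to the surface after 24 h compound exposure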
# PAX8 inh HTS: lowers PAX8-driven luciferase in RMG-I cells. RMG-I TPO-luciferase reporter, SteadyGlo, 24 h. inhibition, % at 12.6 µM. 1.2% of 360,000 active. AID 652154;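 active means mean replicate inhibition at least 60% with every replicate also reaching 60%; inconclusive means only one of the two criteria is met; inactive means mean below 60% and not all replicates reaching 60%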;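 further: luciferase light reporting Pax8 driven TPO promoter activity; plate controls were median of neutral control wells for no effect and mitoxantrone controls for full effect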
# miR-122 sensor: blocks miR-122 activity in Huh7 sensor cells | Huh7 miR-122 Renilla luciferase sensor, 48 h; neutral wells = 0, positive control = 100 | activation (reporter increase), % at 12.5 µM | 0.3% of 340,000 active;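 active means mean replicate activation score at least 90 and every replicate individually at or above 90; inconclusive means only one of the two criteria met; inactive means neither criterion met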;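 further: higher luciferase means less miR-122 activity so hits act as miR-122 inhibitors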
# Starred values were filed as active, the others as inactive; ? = inconclusive; . = not tested or not shown; [ ] = dose if it differs, or a comment.
structure,DENV2 CPE rescue,EWS-Fli inh,PAX8 inh HTS,F508del corr,miR-122 sensor,FN deposition inh,INS-1E GSIS act
CS(=O)(=O)NCCCNc1ccc(Cl)cc1[N+](=O)[O-],.,.,-6,.,-12,-2,.
Oc1ccccc1C=NNc1nc2ccccc2s1,-2,-46,-62,5.5,8,5,11
CCCCCCc1cc2cc(C(=O)NCc3ccccc3)c(=N)oc2cc1O,.,.,14,.,0,-16,7
Cc1nc2ccc(NS(=O)(=O)c3c(F)cc(F)cc3Br)cc2s1,-2,10,-2,-4.5,8,-9,.
CC(C)NC(=O)N(C)C[C@H]1Oc2ccc(NC(=O)CCN3CCOCC3)cc2CC(=O)N([C@H](C)CO)C[C@@H]1C,-2,2,4,1.9,-3[16.7 µM],-17,15
COc1ccccc1C(CNC(=O)CN1C(=O)NC(C)(c2ccc3ccccc3c2)C1=O)N1CCCC1 (configuration not stated),4,1,3,-1.0,.,6,0
Cc1nn(CCOc2ccccc2)c(=O)n1-c1cccc(F)c1,.,.,-27,.,-2,-4,.
CCOC(=O)CSc1nc2cc3c(cc2cc1C)OCO3,-3,0,1,-2.8,7,.,7
N#CCCn1cc(C(=O)Nc2ccc(C(=O)O)cc2)c(-c2cccs2)n1,4,26,-11,-0.4,.,-9,11
CCCN(C(=O)C(=O)Nc1ccc2nc3n(c(=O)c2c1)CCCCC3)c1ccc(OCC)cc1,-7,1,15,-1.0,-1,11,-26
CCc1c(-c2cccc(F)c2)ncn1CCc1ccccc1OC,-7,-20,-34,2.2,.,-6,.
CCCNC(=O)N(C)C[C@H]1Oc2ncc(C#CCC(C)C)cc2C(=O)N([C@@H](C)CO)C[C@@H]1C,-1,-4,11,-1.5,2[16.7 µM],-2,3
CC(NS(C)(=O)=O)C(c1cccs1)N1CCN(c2ccc(F)cc2)CC1 (configuration not stated),-1,7,.,-0.7,-5,.,-12
C/C=C/c1ccc2c(c1)O[C@H](CN(C)C(=O)c1ccc3c(c1)OCO3)[C@@H](C)CN([C@H](C)CO)S2(=O)=O,19,6,.,0.4,18[16.7 µM],-3,-14
Cn1cnc(S(=O)(=O)N2CC[C@@H]3[C@H]2c2cc(C#Cc4ccccc4F)ccc2N[C@@H]3CO)c1,6,-6,14,1.6,-9[16.7 µM],-6,-5
CCC(=O)N1C[C@@H](C)[C@H](OC)CN(C)C(=O)c2cc(NS(=O)(=O)CC)ccc2OC[C@@H]1C,9,-7,2,2.0,15[16.7 µM],-8,2
COc1ccc(NC(=O)N(C)C[C@H]2Oc3ncc(C4=CCCC4)cc3C(=O)N([C@H](C)CO)C[C@@H]2C)cc1,-4,3,.,3.1,-2[16.7 µM],1,-29
NS(=O)(=O)c1ccc(NC(=O)CSc2nc3ccccc3[nH]2)cc1,.,-12,9,3.7,.,-2,-2
Cc1noc(C)c1NC(=O)N(C)C[C@H]1OCCCC[C@@H](C)Oc2ccc(NC(=O)c3ccccc3)cc2C(=O)N([C@H](C)CO)C[C@H]1C,5,1,2,-1.5,7[16.7 µM],-4,0
O=C(NC1CCN(C(=S)Nc2ccccc2)CC1)C1CCCCC1,-1,3,-3,0.2,-13,0,2
O=C(CSc1cccc[n+]1[O-])Nc1ccccc1C(F)(F)F,13,4,-15,0.6,1,4,16
CCC1(C2=CCCCC2)C(=O)NC(=O)N=C1N (configuration not stated),5,0,21,-1.1,1,.,12
C[C@@H]1CN([C@@H](C)CO)C(=O)c2cc(NC(=O)Nc3cccc4ccccc34)ccc2O[C@@H](C)CCCCO[C@H]1CN(C)Cc1ccncc1,?,13,.,0.8,-4[16.7 µM],.,0
Cc1ccc(C)c(NC(=S)N(Cc2ccc(Cl)cc2)Cc2ccc(C(=O)O)cc2)c1,2,4,2,-1.3,-1,1,6
COc1ccc2c3c([nH]c2c1)[C@H](CO)N(C(=O)CC1CC1)CC31CCN(Cc2cccnc2)CC1,15,-8,.,-0.3,.,.,25
C[C@H](NC(=O)Cc1ccccc1)C(=O)N1CCC2(CC1)NCCc1[nH]cnc12,?,.,-3,-2.3,1,2,17
CCOC(=O)C1(Cc2ccc(OC)cc2)CCN(C(=O)C2=CCCC2)CC1,-2,-7,8,-1.2,2,4,-17
Cc1cccc(-n2c(C)cc(/C=N/NC(=O)c3ccc(CN4CCOCC4)cc3)c2C)c1,5,1,.,1.0,-4,.,-1
O=C(NC1CCCCC1)c1ccc(N2CCOCC2)c([N+](=O)[O-])c1,-4,-22,25,-1.8,9,3,-11
C[C@H](CO)N1C[C@H](C)[C@H](CN(C)Cc2ccc(Cl)c(Cl)c2)Oc2ccc(NC(=O)c3ccncc3)cc2CC1=O,-2,.,6,1.5,-5[16.7 µM],.,-14
O=C1C2C3C=CC(C3)C2C(=O)N1c1ccc2c(c1)CCC2 (configuration not stated),2,-2,.,-1.4,6,.,-3
COc1ccc(-c2c(-c3cc(OC)cc(OC)c3)n(C)c3ccc(-c4ccc(N(C)C)nc4)cc23)cc1,-15,-4,7,-0.2,10,2,8
CCOC(=O)[C@]12CCC=C1N(CCC1=CCCCC1)C(=O)[C@H](CC(=O)NCCCN1CCCC1=O)C2,2,-1,-22,-2.8,.,.,1
CCN(CC)S(=O)(=O)c1cc(NC(=O)CSc2nnc(-c3cccs3)o2)ccc1C,.,.,8,.,6,-11,-6
Cc1ccc(NS(=O)(=O)c2cc3c(cc2C)NC(=O)CO3)cc1,6,-2,10,-1.8,?,-4,-4
CO[C@@H]1CN(C)C(=O)c2ccc(NC(C)=O)cc2OC[C@H](C)N(CC2CC2)C[C@@H]1C,-3,-9,.,1.3,-22[16.7 µM],-11,18
O=C(CN1C(=O)NC2(CCCc3ccccc32)C1=O)N1CCN(c2cccc(C(F)(F)F)c2)CC1 (configuration not stated),?,24,13,4.8,-10,-2,-13
CC(C)(C)NC(=O)C(c1ccncc1)N(Cc1ccc(F)cc1)C(=O)c1ccc(-c2ccccc2)[nH]1 (configuration not stated),2,4,-6,6.0,.,11,-15
O=C(O)c1c(-c2ccc(Cl)cc2)cn2ccccc12,0,-113,-10,-1.0,-3,15,-8
C[C@H]1CN([C@@H](C)CO)C(=O)c2cccc(NS(=O)(=O)c3ccc(F)cc3)c2O[C@H]1CN(C)Cc1ccncc1,7,6,13,-1.3,-1[16.7 µM],.,14
Cc1cccc(NC(=S)N(CCN(C)C)Cc2cc3cc(C)ccc3[nH]c2=O)c1,4,12,-7,-3.8,.,12,-12
CCC(=O)N1C[C@H](C)[C@H](OC)CN(C)C(=O)c2ccc(NC(=O)C3CCCCC3)cc2OC[C@@H]1C,4,4,-3,.,1[16.7 µM],-14,-7
Cc1cc(C(=O)OCC(=O)Nc2ccccc2Cl)c(C)o1,-2,-4,-30,-0.1,-2,-2,16
CN(C)c1ccc(CN(C(=O)/C=C/c2ccccc2Cl)C2CCS(=O)(=O)C2)cc1 (configuration not stated),-3,7,-1,-34,1,5,-18
CCN(C[C@H]1N[C@@](CC)(C(=O)OC)[C@H]2C(=O)N(C)C(=O)[C@@H]12)S(=O)(=O)c1ccc(OC(F)(F)F)cc1,-3,0,2,-0.3,.,-5,1
O=C(NC(=S)Nc1ccc2ncccc2c1)c1ccccc1,8,-54,-32,2.4,5,-5,12
CN(C)C(=O)c1ccc(-c2ccc3c(c2)[C@H]2[C@H](CCN2Cc2ccc4c(c2)OCO4)[C@H](CO)N3)cc1,?,11,0,5.1,-20[16.7 µM],18,27
CO[C@H]1CN(C)C(=O)c2ccc(NC(=O)c3nc4ccccc4s3)cc2OC[C@H](C)NC[C@H]1C,-2,-4,.,0.7,.,3,-10
Cc1cc(C2CC(=O)Nc3ccccc3S2)c(C)s1 (configuration not stated),-6,-16,8,-0.1,.,0,11
O=c1ccc(NS(=O)(=O)c2ccccc2Cl)cn1Cc1ccc(Cl)c(Cl)c1,.,.,9,.,4,-4,-7

# Next part.
structure,DENV2 CPE rescue,EWS-Fli inh,PAX8 inh HTS,F508del corr,miR-122 sensor,FN deposition inh,INS-1E GSIS act
O=C1NC(c2ccc(-c3ccccc3[N+](=O)[O-])o2)C(C(=O)c2ccc(Cl)cc2)C(O)(C(F)(F)F)N1 (configuration not stated),.,.,18,.,.,3,-19
CC=Cc1ccc2n(c1=O)C[C@H]1[C@H](CO)[C@@H](C(=O)NC3CCCC3)N(Cc3cccnc3)[C@@H]21 (mixture of isomers),-5,-8,-8,1.3,9[16.7 µM],.,11
Nc1nc(SCC(=O)Nc2cc(-c3ccccc3)nn2-c2ccccc2)n[nH]1,-2,-15,.,0.8,-2,.,-4
COC(=O)C1CCN(C(=O)c2ccc3nccnc3c2)CC1,-8,.,5,-0.4,0,.,-5
CCOc1ccccc1NC(=O)c1oc2ccccc2c1NC(=O)C1CC1,-1,-37,.,7.6,-1,5,.
CCCCc1c(O)nc(SCC(=O)N2CCOCC2)n(-c2ccccc2C)c1=O,.,.,-9,.,25,-2,.
Cc1nnc(N2CCOCC2)c2nn(-c3cccc(Cl)c3)c(C)c12,.,.,5,.,1,2,19
O=C(COC(=O)c1ccc2c(c1)OCCO2)Nc1ccc(F)cc1,0,-6,-10,-4.1,2,5,11
COc1ccc(N2C(=O)CC(Cc3ccc(Br)cc3)C2=O)cc1 (configuration not stated),6,11,-83,0.2,-5,-8,-15
CC(C)NC(=O)N(C)C[C@H]1Oc2ccc(NC(=O)NC3CCCCC3)cc2CC(=O)N([C@H](C)CO)C[C@H]1C,-6,3,.,-1.2,-10[16.7 µM],.,26
COc1ccc2nc(NC(=O)C3CC(=O)N(c4ccc5c(c4)OCCO5)C3)sc2c1 (configuration not stated),19,-5,-3,4.9,4,3,-22
O=C(NCc1ccco1)c1ccc(Cl)c(S(=O)(=O)N2CCCC2)c1,2,4,-9,-2.4,.,-10,-3
O=C(O)C(F)(F)S(=O)(=O)O,.,.,-5,.,-3,10,.
CCOC(=O)CN(Cc1sccc1C)C(=O)Nc1cccc(OC)c1,-9,-18,25,2.5,.,-2,6
Cc1sc(NC(=O)CN(Cc2ccc(F)cc2)C(=O)C(C)C)c(C(N)=O)c1C,10,0,.,-3.6,5,.,8
Cc1noc(C)c1S(=O)(=O)Nc1cccc2c1O[C@@H](CN(C)C(=O)NC(C)C)[C@@H](C)CN([C@@H](C)CO)C2=O,-6,-11,.,1.8,1[16.7 µM],-8,7
COc1ccc(S(=O)(=O)N(CC(=O)NC2CC3CCC2C3)c2ccccc2OC)cc1 (configuration not stated),3,17,8,-0.3,-6,-4,-26
CC(=O)c1cn(CC(=O)Nc2ccccc2Cl)c2ccccc12,10,15,17,-0.3,-8,1,3
CCOc1ccc(Nc2c3ccccc3nc3ccccc23)cc1,14,31,1,4.5,-3,7,3
COCC(=O)N1[C@H](C(=O)N2CCN(C)CC2)[C@@H](CO)[C@@H]2Cn3c(ccc(C4=CCCC4)c3=O)[C@@H]21,-8,-10,10,-3.6,.,.,18
Cc1ccccc1C(=O)N/N=C/c1cccc2ccccc12,-6,-82,-56,0.4,-8,-1,-4
C[C@@H]1CN([C@@H](C)CO)C(=O)c2cc(C#C[C@@H](C)O)cnc2O[C@@H]1CN(C)Cc1cncnc1,-5,-7,12,0.2,4[16.7 µM],.,19
O=C(c1ccc(N2C(=O)c3ccccc3C2=O)cc1)N1CCN(S(=O)(=O)c2ccccc2F)CC1,1,2,-10,2.7,-6,.,2
